Bioassay records: PubChem BioAssay, National Center for Advancing Translational Sciences (NCATS)
12-LOX inh: ALOX12 (human) lipoxygenase inhibition; AID 1671190; purified 12hLO, xylenol orange hydroperoxide absorbance; actives 1.1% (n = 580,000); P18054; Potency, µM (series often up to 108 µM), without a hit: at the highest dose activity change, negative = inhibition, hits mostly inhibitors; active = well fitted inhibition curve with a large enough effect; inconclusive = small, poorly fitted or top-dose-only effect, or another doubt; inactive = no such curve, though single readings can be large or run the other way
Target sequence (P18054 whole entry, looked up): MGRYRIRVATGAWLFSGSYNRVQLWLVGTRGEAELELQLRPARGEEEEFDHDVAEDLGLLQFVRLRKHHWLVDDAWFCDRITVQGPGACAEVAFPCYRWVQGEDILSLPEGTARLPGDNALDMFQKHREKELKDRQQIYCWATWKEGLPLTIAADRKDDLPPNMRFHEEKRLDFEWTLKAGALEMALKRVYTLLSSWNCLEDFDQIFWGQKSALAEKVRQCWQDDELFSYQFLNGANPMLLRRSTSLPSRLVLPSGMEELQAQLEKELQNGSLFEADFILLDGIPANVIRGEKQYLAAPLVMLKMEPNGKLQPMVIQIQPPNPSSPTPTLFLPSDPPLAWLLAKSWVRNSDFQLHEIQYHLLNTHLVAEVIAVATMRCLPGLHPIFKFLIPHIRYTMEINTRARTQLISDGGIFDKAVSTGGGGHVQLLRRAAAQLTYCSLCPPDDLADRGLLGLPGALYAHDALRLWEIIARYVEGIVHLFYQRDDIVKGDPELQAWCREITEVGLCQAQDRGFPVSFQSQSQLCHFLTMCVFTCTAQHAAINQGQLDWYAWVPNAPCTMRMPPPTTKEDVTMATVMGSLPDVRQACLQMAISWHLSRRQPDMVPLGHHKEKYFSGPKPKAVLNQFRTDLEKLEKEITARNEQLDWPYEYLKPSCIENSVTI
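Purified human 12hLO at 150 nM in 25 mM Hepes, 0.01% Triton X-100, pH 7.0, preincubated 15 min at room temperature with compound. Reaction started with 40 uM arachidonic acid, 30 min at room temperature. Hydroperoxide measured by Fe-xylenol orange, 573/405 nm absorbance ratio.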
Active calls of the source: *; ? = inconclusive; [ ] = remark or other dose. % is set by controls: 0 for no effect and ±100 for the full control effect; potency is the fitted concentration of half-maximal effect. Some of the compounds tested; count on the stated rates, not on these rows.

SMILES | 12-LOX inh
O=C(NCCc1cnc[nH]1)C1CC(=O)N(c2n[nH]c3cc(Br)ccc23)C1 (stereo not drawn) | 16%
Cc1cccc(CNc2ncnc3ccc(-c4c(C)noc4C)cc23)c1 | ?
CCCCCNC(=O)C(=O)C(=O)c1cc(OC)c(OC)c(OC)c1 | ?
COc1ccc(OCC(=O)Nc2ccc(OC)c3ncccc23)cc1 | 14%
Cn1c(=O)[nH]c(=O)c2c1nc(N1CCCCCC1)n2Cc1ccccc1F | 16%
COc1cccc(C(=O)NCC2CCCN(Cc3cccc4nonc34)C2)c1OC (stereo not drawn) | 25%
Cc1cc(Cl)cc(C)c1OCC(=O)NCCc1nnc2ccccn12 | 24%
Cc1cnc(CC2CCN(C(=O)C3COc4ccccc4O3)CC2)n1Cc1ccc(F)cc1 (stereo not drawn) | 16%

Not a retest: 5 of the compounds above.
SMILES | 12-LOX inh
COc1ccc(OCC(=O)Nc2ccc(OC)c3ncccc23)cc1 | 14%
Cn1c(=O)[nH]c(=O)c2c1nc(N1CCCCCC1)n2Cc1ccccc1F | 16%
COc1cccc(C(=O)NCC2CCCN(Cc3cccc4nonc34)C2)c1OC (stereo not drawn) | 25%
Cc1cc(Cl)cc(C)c1OCC(=O)NCCc1nnc2ccccn12 | 24%
Cc1cnc(CC2CCN(C(=O)C3COc4ccccc4O3)CC2)n1Cc1ccc(F)cc1 (stereo not drawn) | 16%

Further compounds:
SMILES | 12-LOX inh
COc1ccc(CN2CC(Oc3ccc4c(c3)OCO4)C2)cc1 | 6%[6.33 µM]
CC(C)CCn1c(N2CCN(Cc3ccccc3F)CC2)nc2c1c(=O)[nH]c(=O)n2C | ?
CC1(COc2ccccc2)COc2ccc(C(=O)NCCc3ccccn3)cc2N1 (stereo not drawn) | 18µM*
O=c1c2nc(-c3ccncc3)ccc2ncn1-c1ccccc1 | 56%[activator][176 µM]
Cc1ccc(NC(=O)c2nn(CC(C)C)c(=O)c3ccccc23)c(Br)c1 | -8%
O=C(O)C/C(=C/c1csc(-c2ccc(F)cc2)n1)c1nc2ccccc2s1 | ?
COCCn1cnc2c1c(=O)n(CC(=O)Nc1ccc(F)c(F)c1F)c(=O)n2Cc1ccccc1 | 2%
Cn1nc(C(=O)NC2CCCc3c2[nH]c2ccccc32)c2ccccc2c1=O (stereo not drawn) | ?
CN(C)C[C@H]1O[C@@H]2C[C@@H](CC(=O)NCc3cnn(C)c3)O[C@@H]2[C@@H]1O | 11%[176 µM]
CCC(C)(O)c1cnc(CC(C)C)c(=O)n1O (stereo not drawn) | -29%
CCn1nccc1C(=O)N1CCC2(CC1)C(OC)C(=O)N2CC1CC1 (stereo not drawn) | ?
Cc1oc(-c2ccccc2)nc1Cn1cccc(C(F)(F)F)c1=O | ?
CCCCOCCCNC(=O)c1cc(-c2ccncc2)nc2ccccc12 | 13%
Cc1ccsc1CN1CCCC(c2nc(CCOCC3CCOCC3)no2)C1 (stereo not drawn) | 43%
COc1ccc(OC)c(C(=O)COC(=O)Cc2ccc(Cl)cc2)c1 | ?
O=C(Nc1ccc2oc(C3CC3)nc2c1)c1n[nH]c(=O)c2ccccc12 | 7%

Copied from the list:
COc1ccc(CN2CC(Oc3ccc4c(c3)OCO4)C2)cc1 in 12-LOX inh → 6%[6.33 µM]
O=c1c2nc(-c3ccncc3)ccc2ncn1-c1ccccc1 in 12-LOX inh → 56%[activator][176 µM]
COCCn1cnc2c1c(=O)n(CC(=O)Nc1ccc(F)c(F)c1F)c(=O)n2Cc1ccccc1 in 12-LOX inh → 2%
CCC(C)(O)c1cnc(CC(C)C)c(=O)n1O (stereo not drawn) in 12-LOX inh → -29%

Following part.
Compound,12-LOX inh
CC1=C(C(=O)Nc2ccccc2F)C(c2ccco2)C(C#N)=C(SCC(=O)NC(C)(C)C)N1 (stereo not drawn),?
O=C(NCCc1noc(C2CC2)n1)c1ccoc1,3%
CCC(C)NC(=O)CN1C(=O)N(c2c(C)cccc2C)S(=O)(=O)c2ccccc21 (stereo not drawn),-7%
Cn1c(=O)c2c(ncn2CC(=O)Nc2ccc(F)cc2)n(C)c1=O,2%
CCOc1ccc2nc(N3CCCC3C(=O)N3CCC(c4nc5ccccc5o4)CC3)nc(C)c2c1 (stereo not drawn),11%
CCOc1ccccc1Oc1coc2cc(OC(=O)c3ccccc3F)ccc2c1=O,-2%
CC(C)(C)c1ccc(NC(=O)COc2ccccc2C#N)cc1,7%
CNc1nc2c(c(C(=O)N3CCCC3)n1)CN(C(=O)c1cc(C(C)C)on1)CC2,21%
Cc1ncccc1OC1(C(=O)NCc2n[nH]c3c2CCC3)CCNCC1,12%
CCCCCCSc1nc2c(c(=O)[nH]c(=O)n2C)n1CC(O)COc1ccc(Cl)cc1 (stereo not drawn),-29%
COC(=O)c1ccc(COC(=O)c2ccc3c(c2)NC(=O)CS3)cc1,?

An excerpt from above in order of their number in 12-LOX inh, rising.
Compound,12-LOX inh
CCC(C)NC(=O)CN1C(=O)N(c2c(C)cccc2C)S(=O)(=O)c2ccccc21 (stereo not drawn),-7%
CCOc1ccccc1Oc1coc2cc(OC(=O)c3ccccc3F)ccc2c1=O,-2%
Cn1c(=O)c2c(ncn2CC(=O)Nc2ccc(F)cc2)n(C)c1=O,2%
O=C(NCCc1noc(C2CC2)n1)c1ccoc1,3%
CCOc1ccc2nc(N3CCCC3C(=O)N3CCC(c4nc5ccccc5o4)CC3)nc(C)c2c1 (stereo not drawn),11%
Cc1ncccc1OC1(C(=O)NCc2n[nH]c3c2CCC3)CCNCC1,12%
